Assay outcomes as filed in PubChem.
TbMetRS inhib – Trypanosoma brucei MetRS inhibition. AID 624268. 0.4% of 360,000 active. purified T. brucei MetRS, ATP depletion, Kinase-Glo luminescence. inhibition, % at 11.9 µM;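 active = inhibition above a per-plate cutoff of the control wells' mean inhibition plus 3 SD, cut at about 5.5% in these data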;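 note: 0% = DMSO wells median and 100% = median of wells with control inhibitor compound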
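Material – parasite MetRS enzyme · Medium – HEPES-MgCl2-KCl buffer plus DTT, spermine, BSA, pyrophosphatase · Reagent – ATP, methionine and E. coli bulk tRNA substrates · Times – 15 min enzyme-compound preincubation, 2 h reaction, 10 min detection, 25 °C · Measured by – luminescence of leftover ATP · Evaluation – percent inhibition relative to median high and low control wells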
STEP inh – STEP (human) phosphatase inhibition. 0.25% of 360,000 active. recombinant STEP, OMFP fluorogenic substrate, fluorescence. AID 588621. P54829. inhibition, % at 20 µM;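 active = inhibition at 20 µM, scaled per plate between control wells, above about 37%, limit read from the data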;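 note: 0% = DMSO with enzyme and substrate and 100% = substrate only without enzyme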
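Material: STEP (striatal-enriched tyrosine phosphatase) enzyme, cell-free; Compound dosing: 20 µM single dose in 1% DMSO; Technique: fluorescence read at 480 nm ex / 540 nm em; Times: reaction 20 min, ambient temperature; Medium: 50 mM Bis-Tris pH 6.0 with 2.5 mM DTT and 0.005% Tween 20; Also added: OMFP at 25 µM.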
CSN deneddyl inh – blocks human CSN-mediated cullin deneddylation; Q92905; Purified CSN, SCF-Nedd8-OG deneddylation, fluorescence polarization; inhibition, % at 12.5 µM; 0.38% of 360,000 active; AID 651999;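 active = pattern-corrected inhibition above about 35%, with an unprinted fluorescence ratio check between 0.5 and 1.5, limit read from the data, passing the limit was not always enough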;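 note: 0% = enzyme with substrate and 100% = substrate without enzyme; some results filed as inactive read as strong as hits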
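test system = HEK293T-derived human Csn5 enzyme | amount = 0.24 nM Csn5 enzyme, final concentration | medium = Tris/NaCl/DTT buffer, pH 7.5 | schedule = 90 min reaction at room temperature | signal = FP | evaluation = inhibition of Csn5 cleavage, % | compound dosing = single dose of 12.5 µM compound with 0.25% DMSO | probe or stimulus = 10 nM SCFSkp2-Nedd8OG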
DNMT1 block – DNMT1 (human) enzyme inhibition; inhibition (reported as % activation of signal), % at 10 µM; P26358; DNMT1 molecular beacon, Hinp1I cleavage, fluorescence; 0.83% of 360,000 active; in the data active = inhibition above about 50%
LMPTP inh – LMPTP (human) inhibition; P24666; recombinant LMPTP-A, OMFP fluorogenic substrate, fluorescence intensity; inhibition, % at 20 µM; 0.22% of 360,000 active;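 active = compounds that cut the enzyme signal by at least half of the control window in the single-dose screen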;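 note: plate controls were DMSO wells with enzyme plus substrate for no effect and substrate without enzyme for full effect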
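Assay system: LMPTP-A, protein tyrosine phosphatase of low molecular weight / Medium: pH 6.0 Bis-Tris buffer with DTT and Triton X-100 / Schedule: 50 min enzyme reaction at room temperature, protected from light / Measured by: endpoint fluorescence intensity from OMFP dephosphorylation / Read-out basis: % inhibition relative to no-enzyme and uninhibited control wells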
Scp1 inh – inhibitors of human Scp-1 phosphatase; Q9GZU7; Recombinant Scp1, phosphopeptide, malachite green phosphate absorbance; inhibition, % at 20 µM; 0.88% of 340,000 active;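 active = inhibition above about 50% at 20 µM, limit read from the data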;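 note: plate controls were DMSO wells with enzyme for no effect and wells lacking enzyme for full effect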
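Material – SCP-1 phosphatase catalytic domain, residues 76-261 · Buffer or medium – Acidic Tris acetate buffer with magnesium and detergent · Also added – Phospho 17-mer peptide substrate · Compound – single 20 µM dose, 1% DMSO · Times – 45 min room-temperature reaction, 5 min colour, 30 min stabiliser · Technique – Phosphate-binding colour reagent, absorbance read at 630 nm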
PABP1 MLLE inh – inhibitors of microRNA-mediated deadenylation, human PABP1 MLLE binding; P11940; GST-MLLE / FITC-PAM2 fluorescence polarization; inhibition, % at 20 µM; 0.36% of 360,000 active; AID 588489; in the data active = inhibition above about 35%, passing the limit was not always enough;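 note: plate controls were DMSO wells with GST-MLLE for no effect and wells lacking GST-MLLE protein for full effect; some results filed as inactive read as strong as hits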
Target sequence (P11940 whole entry, looked up): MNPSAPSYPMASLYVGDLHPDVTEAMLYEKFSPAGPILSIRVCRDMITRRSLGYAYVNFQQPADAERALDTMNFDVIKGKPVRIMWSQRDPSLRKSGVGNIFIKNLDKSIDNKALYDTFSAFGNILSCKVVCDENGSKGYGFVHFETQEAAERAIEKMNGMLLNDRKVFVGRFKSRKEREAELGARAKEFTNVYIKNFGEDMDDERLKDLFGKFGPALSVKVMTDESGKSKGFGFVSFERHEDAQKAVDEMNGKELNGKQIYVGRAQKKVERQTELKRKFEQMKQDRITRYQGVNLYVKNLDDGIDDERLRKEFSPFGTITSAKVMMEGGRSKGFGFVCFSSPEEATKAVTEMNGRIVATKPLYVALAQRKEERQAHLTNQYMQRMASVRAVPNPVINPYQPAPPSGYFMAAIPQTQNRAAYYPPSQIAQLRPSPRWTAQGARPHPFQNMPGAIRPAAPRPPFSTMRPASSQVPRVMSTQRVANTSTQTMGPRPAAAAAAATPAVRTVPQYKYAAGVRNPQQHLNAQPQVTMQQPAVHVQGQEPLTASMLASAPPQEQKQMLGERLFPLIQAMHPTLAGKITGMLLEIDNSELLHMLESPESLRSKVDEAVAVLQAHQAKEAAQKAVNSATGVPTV
NadD block – NadD (S. aureus) enzyme inhibition; purified NadD enzyme, colorimetric absorbance read-out; inhibition, % at 20 µM; 0.78% of 360,000 active; AID 602399; in the data active = inhibition above about 26%; note: some compounds past the cut are filed as inactive
SUMO1-SIM PPI – SUMO1-SIM interaction modulation; SUMO1 binding to a labelled peptide, TR-FRET, 1 h; AID 602429; P63165; inhibition, % at 20 µM; 0.33% of 360,000 active; in the data active = inhibition above about 37%
Target sequence (P63165 whole entry, looked up): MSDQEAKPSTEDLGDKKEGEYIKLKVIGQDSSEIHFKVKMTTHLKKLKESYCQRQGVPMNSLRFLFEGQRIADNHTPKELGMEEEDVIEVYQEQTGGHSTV
Rpn11 block – inhibitors of human proteasome Rpn11; O00487; human 26S proteasome, Ub4-pepOG fluorescence polarization; 20S core pre-blocked with epoxomicin; calls only at 20 µM; 0.59% of 360,000 active; AID 588493;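 active = inhibition at 20 µM, scaled to each plate's controls, above about 33%, limit read from the data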
Target sequence (O00487 whole entry, looked up): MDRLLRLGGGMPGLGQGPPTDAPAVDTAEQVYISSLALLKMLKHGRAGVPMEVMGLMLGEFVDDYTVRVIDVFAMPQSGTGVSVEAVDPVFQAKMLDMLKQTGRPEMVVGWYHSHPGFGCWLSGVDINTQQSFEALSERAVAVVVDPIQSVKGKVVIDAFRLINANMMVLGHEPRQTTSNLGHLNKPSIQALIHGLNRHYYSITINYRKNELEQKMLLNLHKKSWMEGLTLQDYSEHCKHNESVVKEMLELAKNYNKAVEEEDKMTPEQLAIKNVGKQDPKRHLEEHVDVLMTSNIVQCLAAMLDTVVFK
The depositor's hits bear a star; i = inactive; . = no result given; + = active, no number.

SMILES	TbMetRS inhib	STEP inh	CSN deneddyl inh	DNMT1 block	LMPTP inh	Scp1 inh	PABP1 MLLE inh	NadD block	SUMO1-SIM PPI	Rpn11 block
COc1cccc(-c2ccc3ncnc(NCc4cccc(C)c4)c3c2)c1	0.0	0	2	-3	4.6	15	1	-8	-1	i
CCOc1ccc(C(=O)NCC(=O)OCCCOC(=O)CNC(=O)c2ccc(OCC)cc2)cc1	0.0	-1	-3	-1	-0.7	-9	-3	3	2	i
COc1cccc(C(c2nnnn2C2CCCC2)N2CCN(C/C=C/c3ccccc3)CC2)c1OC (stereo not drawn)	-0.4	-1	0	-2	-0.7	.	-1	-5	4	i
Cc1ccc(S(=O)(=O)n2c([N+](=O)[O-])cnc2C)c(C)c1C	-0.1	2	-10	2	-2.6	0	0	2	-4	i
Cc1cc(C(=O)NCCC(c2ccccc2)c2ccccc2)c(C)o1	-0.1	4	-4	-4	2.2	-7	-9	-9	4	i
CN(C)C(=O)c1cc(C(=O)c2ccc(Cl)cc2Cl)c[nH]1	2.5	1	2	0	-0.3	0	-2	-6	-1	i
CN1CCN(c2ccc(CNC(=O)c3ccc4c(c3)OCCO4)cc2)CC1	-0.7	-4	36*	-5	-1.6	1	-8	-7	-1	i
Cc1ccc(NC(=O)N2CCCC2C(=O)Nc2nnc(C(C)C)s2)cc1 (stereo not drawn)	0.7	-1	0	2	-1.2	-5	-2	-6	1	i
CC(=O)NC(Cc1ccccc1)c1ccc2c(c1)OCCCO2 (stereo not drawn)	0.0	-4	-4	0	-0.7	-1	-1	-6	1	i
CCOC(=O)CN(C(=O)CSc1nnc(C)n1-c1ccccc1)c1ccccc1	-0.8	-2	-4	2	0.7	-1	-4	-2	-1	i
C[C@H](CO)N1C[C@H](C)[C@@H](CN(C)S(=O)(=O)c2ccc(-n3cccn3)cc2)OCc2cn(nn2)CCCC1=O	0.3	-4	7	5	-1.6	.	-1	-1	-3	i
O=C(NC(=S)NCCN1CCOCC1)c1ccccc1Cl	-1.3	-1	-2	0	0.0	11	13	2	1	i
CC1CN(C(=O)COc2ccc3c(-c4ccccc4)cc(=O)oc3c2)CC(C)O1 (stereo not drawn)	-0.4	0	1	2	-2.1	-8	-33	-4	-24	i
O=C(c1cccs1)N1CCN(S(=O)(=O)c2cccs2)CC1	-1.0	-1	-2	2	0.2	-5	-13	-7	3	i
CCOC(=O)c1c(Nc2ccccc2)sc(/C=C2\C=Nc3ccccc32)c1O	0.1	-4	5	-2	0.4	-8	-19	25	1	i
Clc1cccc(-c2ccc(C=Nc3ccc(N4CCOCC4)cc3)o2)c1Cl	0.8	4	3	-2	1.0	-9	-18	0	-15	i
Cc1cccc(-n2cnc3cc([N+](=O)[O-])ccc32)c1	-0.2	3	-2	-1	0.7	-2	36	2	-17	i
COc1ccc2nc(N/C(N)=N/S(C)(=O)=O)nc(C)c2c1	-0.1	-3	3	-2	1.0	-4	10	-7	3	i
O=C(COc1ccc2c(-c3ccccc3)cc(=O)oc2c1)N1C[C@H]2C[C@@H](C1)c1cccc(=O)n1C2	-0.8	0	-1	10	0.2	.	5	7	-24	i
COc1cccc(CNc2nc3nc(C)c(Cl)c(=O)n3[nH]2)c1	-0.1	0	0	2	-0.1	-16	4	-2	6	i
NC(=O)c1ccccc1NS(=O)(=O)c1cccs1	-0.9	1	3	-4	-1.8	-3	-3	-5	0	i
COC(C(=O)N/N=C(\C)c1ccc(C)cc1)c1ccccc1 (stereo not drawn)	-0.3	-1	2	3	-3.1	-2	11	-2	-1	i
COCCCN1C(=O)N(c2ccccc2)C(=O)C1CC(=O)Nc1ccccc1 (stereo not drawn)	-0.1	-1	-1	3	1.5	-7	8	-6	1	i
Cc1cc(Br)ccc1OCC(=O)NNC(=O)c1ccc(NC(=O)C2CC2)cc1	0.0	-1	-3	12	5.2	61*	-94	-4	-1	+
Cc1cccc(/N=C/c2c(O)ccc3oc4c(c23)CCCC4)n1	-0.4	-1	-1	-1	-0.8	-7	33	-7	-8	i
COc1ccc(/C=C/C(=O)Oc2cccc(/C=N/NC(=O)Cc3ccc(Br)cc3)c2)cc1	0.0	0	-1	0	0.5	-17	-2	12	9	i
COC(=O)c1ccc(CSc2nc3c(c(=O)n2-c2ccc(F)cc2)SCC3)o1	-0.2	-3	-1	5	0.6	-7	6	-3	-12	i
CC1(N=Cc2cc(Cl)ccc2O)COP(=O)(NC2CCCC2)OC1 (stereo not drawn)	-0.4	-2	6	-2	-1.8	0	10	3	3	i
CC1c2cc3c(cc2CCN1C(=O)c1ccc(C(F)(F)F)cc1)OCCCO3 (stereo not drawn)	-0.8	1	0	3	1.6	-1	6	5	1	i
NS(=O)(=O)c1ccc(CCNC(=O)Cc2c[nH]c3ccccc23)cc1	-0.1	-2	-5	1	-1.4	-4	10	-6	0	i
Cc1cc(C)cc(NC(=O)C(OC(=O)c2ccc(O)cc2)c2ccccc2)c1 (stereo not drawn)	0.8	-1	-8	-10	2.8	12	-10	12	-1	i
O=C(CC1CCCC1)Nc1cc(S(=O)(=O)N2CCOCC2)ccc1O	-0.3	0	-3	6	1.1	6	29	0	0	i
Cc1cn2c(nc1=O)OC1C(O)C(COC(=O)c3ccccc3)OC12 (stereo not drawn)	0.6	-1	-2	1	-0.5	10	1	-2	3	i
Cc1nc([N+](=O)[O-])c(Sc2nc3ccc([N+](=O)[O-])cc3[nH]2)n1Cc1ccccc1	0.5	0	3	9	-1.0	-30	-75	4	-22	i
COc1ccc(/C=C(/NC(=O)c2ccccc2)C(=O)N2CCCC2)cc1OC	-0.3	-4	0	1	-0.9	-1	18	0	-3	i
O=C(NNC(=O)c1cc(-c2ccccc2)nn1-c1ccccc1)c1ccccc1	0.6	0	-17	0	1.1	-13	-22	2	-4	i
CSc1nc2nc3c(cn2n1)C(=O)CC(c1ccccc1)C3 (stereo not drawn)	-0.6	-7	1	3	-0.6	-8	3	2	-3	i
O=C(Nc1cccc(C(=O)N2CCCC2)c1)c1ccccc1Cl	-1.3	-2	0	2	-1.9	-4	-7	-2	0	i
COc1ccccc1/C=N/NC(=O)CSc1ccc2ccccc2n1	-1.0	-2	-6	-2	1.1	0	3	-7	-1	i
CC(=O)OC1COC(n2ccc3cc([N+](=O)[O-])ccc32)C(OC(C)=O)C1OC(C)=O (stereo not drawn)	0.6	0	4	0	-1.1	-2	-4	-5	-11	i

A second format for three compounds above.
smiles | TbMetRS inhib | STEP inh | CSN deneddyl inh | DNMT1 block | LMPTP inh | Scp1 inh | PABP1 MLLE inh | NadD block | SUMO1-SIM PPI | Rpn11 block
Cc1cn2c(nc1=O)OC1C(O)C(COC(=O)c3ccccc3)OC12 (stereo not drawn) | 0.6 | -1 | -2 | 1 | -0.5 | 10 | 1 | -2 | 3 | i
Cc1nc([N+](=O)[O-])c(Sc2nc3ccc([N+](=O)[O-])cc3[nH]2)n1Cc1ccccc1 | 0.5 | 0 | 3 | 9 | -1.0 | -30 | -75 | 4 | -22 | i
COc1ccc(/C=C(/NC(=O)c2ccccc2)C(=O)N2CCCC2)cc1OC | -0.3 | -4 | 0 | 1 | -0.9 | -1 | 18 | 0 | -3 | i

(cont.)
SMILES	TbMetRS inhib	STEP inh	CSN deneddyl inh	DNMT1 block	LMPTP inh	Scp1 inh	PABP1 MLLE inh	NadD block	SUMO1-SIM PPI	Rpn11 block
CCn1c(C)cc(C(=O)COC(=O)CNC(=O)c2ccco2)c1C	0.1	0	0	1	-1.1	.	-1	3	-3	i
O=C(COc1ccc2c3c(c(=O)oc2c1)CCCC3)NCCCN1CCOCC1	-0.1	-8	2	5	-0.4	-8	8	1	12	i
CC1(C2CC2)NC(=O)N(CC(=O)Nc2ccccc2C#N)C1=O (stereo not drawn)	-0.5	1	-1	1	-0.6	-6	16	1	5	i
COCc1cc(N2CCN(c3ccccc3F)CC2)nc(-c2ccccc2)n1	-0.2	1	-7	-6	2.7	-7	10	2	2	i
CCC(C)N(C)C1CCN(C(=S)Nc2cccc(OC)c2)CC1 (stereo not drawn)	0.1	5	1	-1	-1.4	-7	-8	-1	0	i
C=CCN1C(=O)C2(OCCCO2)c2ccccc21	-1.5	-1	-3	1	0.5	-2	6	1	0	i
CC(C)(C)c1ccc(Cn2c(=O)cnc3ccccc32)cc1	0.2	4	0	2	4.5	-8	-4	-3	-6	i
COc1ccc(C(C)=O)cc1COc1cccnc1[N+](=O)[O-]	-0.1	-4	1	-5	-0.3	-2	-7	-8	-17	i
O=C(CCCN1C(=O)C(c2ccccc2)Oc2cccnc21)Nc1cccc(F)c1 (stereo not drawn)	-0.3	0	4	-4	2.8	-10	5	-2	3	i
CCOC(=O)N1CCC(NC(=O)c2cc3c(=O)[nH]c4ccccc4c3n2C)CC1	0.6	1	11	-6	0.8	-3	16	2	0	i
O=C(O)CC1(c2ccc(F)cc2)C2CC3CC(C2)CC1C3 (stereo not drawn)	-0.4	1	-3	1	-0.7	5	-2	-1	3	i
C/C=C/C1=CC(=O)C[C@H](c2ccc(OC)c(OC)c2)C1	0.1	1	-2	1	-0.7	-3	-10	0	-33	i
O=[N+]([O-])c1ccc(Cl)cc1N1CCCCC1	-1.2	0	3	4	1.3	3	-4	1	-18	i
C=CCOc1ccc(Cl)cc1C(=O)O	-1.7	-5	1	2	-0.2	-2	-8	1	3	i
Cn1c(CNc2cccc(C(F)(F)F)c2)n[nH]c1=S	1.3	2	-5	1	-3.4	-6	-39	1	3	i
COc1ccccc1CN(C)C(=O)C(NC(=O)Cc1cccc2ccccc12)C(C)C (stereo not drawn)	0.1	3	1	-3	0.7	-4	-40	-6	16	i
